# Bioassay records (PubChem BioAssay)
# LDHA inh – qHTS assay for inhibitors of human lactate dehydrogenase. L-lactate dehydrogenase A chain (Homo sapiens), P00338. purified LDHA, NADH/diaphorase-resazurin fluorescence; hits give low values. activity change, % (values are at about 110 or 230 µM). 480,000 compounds, 0.15% hits. AID 1347041, 2019; in the data active = activity change below about -30%; inconclusive = mostly about -25% to -30%;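 also: plate controls were DMSO wells for no effect and wells without enzyme for full effect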
#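 Remaining NADH was detected by diaphorase (0.133 mg/mL) converting 37 µM resazurin to fluorescent resorufin, read at 0 and 20 minutes. The preceding 5-minute room-temperature reaction used 2 nM LDHA, 0.2 mM sodium pyruvate and 0.06 mM NADH at pH 7.4.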
# Anesthetic bind – qHTS Assay for Identification of Novel General Anesthetics. Potency, µM (series often up to 77.5 µM), for inactives: at the top dose activity change, negative = displacement, actives largely listed as inhibitors. 350,000 compounds, 0.074% hits. AID 485281, 2010. apoferritin/1-aminoanthracene competitive binding, fluorescence; also: potency is read from the fitted curve at half-maximal effect; % is scaled to controls: 0 for no effect and ±100 for the full control effect; nearly all actives have a fitted effect of over 20% in size
# Target sequence (P02791 2-175 limits assumed): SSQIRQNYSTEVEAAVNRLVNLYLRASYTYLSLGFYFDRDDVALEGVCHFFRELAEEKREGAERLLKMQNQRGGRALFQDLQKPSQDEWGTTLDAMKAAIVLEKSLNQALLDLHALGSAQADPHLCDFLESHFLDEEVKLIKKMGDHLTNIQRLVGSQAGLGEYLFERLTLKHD
#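 10 uM apoferritin + 50% sat. 1-AMA, PBS; cpd 10 min RT; Ex380/Em535 endpoint; normalized to free probe vs complex; 4-param Hill fit; propofol titration as pos. ctrl.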
# POLK inh – qHTS for Inhibitors of Polymerase Kappa. DNA polymerase kappa (Homo sapiens), Q9UBT6. purified Pol kappa, fluorescent DNA synthesis assay, 10 min. Potency, µM (highest dose often 107 µM), inactives show top-dose activity, negative = inhibition, most hits filed as inhibitors. 400,000 compounds, 0.53% hits. AID 588579, 2011; also: potency is read from the fitted curve at half-maximal effect; % is scaled to controls: 0 for no effect and ±100 for the full control effect
# Target sequence (Q9UBT6 whole entry, looked up): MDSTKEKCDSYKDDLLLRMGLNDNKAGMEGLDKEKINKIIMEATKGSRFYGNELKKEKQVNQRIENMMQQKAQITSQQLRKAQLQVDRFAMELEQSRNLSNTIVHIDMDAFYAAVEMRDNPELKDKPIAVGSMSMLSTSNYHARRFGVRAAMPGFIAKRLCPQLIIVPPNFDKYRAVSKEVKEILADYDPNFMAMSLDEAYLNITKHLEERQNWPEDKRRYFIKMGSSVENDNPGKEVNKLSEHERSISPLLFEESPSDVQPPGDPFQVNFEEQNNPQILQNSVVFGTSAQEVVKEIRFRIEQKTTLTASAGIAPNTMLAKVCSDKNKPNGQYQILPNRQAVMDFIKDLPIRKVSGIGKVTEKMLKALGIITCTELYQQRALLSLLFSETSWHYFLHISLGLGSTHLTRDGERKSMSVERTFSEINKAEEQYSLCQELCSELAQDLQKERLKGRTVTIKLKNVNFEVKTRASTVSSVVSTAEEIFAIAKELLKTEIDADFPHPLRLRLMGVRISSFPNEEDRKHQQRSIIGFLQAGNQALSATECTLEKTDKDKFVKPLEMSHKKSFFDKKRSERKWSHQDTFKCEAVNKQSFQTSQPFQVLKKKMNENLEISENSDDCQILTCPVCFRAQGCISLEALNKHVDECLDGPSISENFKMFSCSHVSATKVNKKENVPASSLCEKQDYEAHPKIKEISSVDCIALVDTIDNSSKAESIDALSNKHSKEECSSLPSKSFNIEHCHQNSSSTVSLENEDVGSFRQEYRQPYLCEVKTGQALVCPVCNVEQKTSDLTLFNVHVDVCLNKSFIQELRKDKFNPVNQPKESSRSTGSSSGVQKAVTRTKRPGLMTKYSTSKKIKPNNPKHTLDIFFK
#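 Fluorescent qHTS in 1536-well format: enzyme (10 nM) and compound sat 15 min at room temperature before 50 nM substrate (final) was added. Signal taken at 0 and 10 min; no-enzyme buffer wells were negative controls.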
# Pol eta inh – qHTS for Inhibitors of Polymerase Eta | DNA polymerase eta (Homo sapiens), Q9Y253 | recombinant Pol eta, fluorescent DNA replication assay | Potency, µM (highest dose often 114 µM), without a hit: top-dose activity change, negative = inhibition, actives largely listed as inhibitors | 390,000 compounds, 1.2% hits | AID 588591, 2011; also: potency is read from the fitted curve at half-maximal effect; % is scaled to controls: 0 for no effect and ±100 for the full control effect
#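 Pol eta (10 nM) was preincubated with compounds for 15 min at room temperature, after which fluorescent replication substrate (50 nM final) was added to start the reaction. Fluorescence was read kinetically at 0 and 10 min.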
# GRP78 ERSR act – qHTS for Inducers of the Endoplasmic Reticulum Stress Response (ERSR) in Human Glioma: qHTS | U87-MG GRP78 promoter luciferase reporter, 16 h | Potency, µM, without a hit: at the top dose activation, usual class: activators | 420,000 compounds, 0.02% hits; also: potency is read from the fitted curve at half-maximal effect; series mostly up to about 76 µM; % of control where 0% means no effect; nearly all actives have a fitted effect of over 35% in size
#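 Stably transfected U87-MG glioma cells carrying a GRP78-based luciferase sensor; 16 h compound incubation. Luminescence end-point read 10 min after Bright-Glo addition at room temperature.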
# BLM helicase inh – qHTS Assay for Inhibitors of Bloom's syndrome helicase (BLM); RecQ-like DNA helicase BLM (Homo sapiens), P54132; recombinant BLM DNA unwinding, fluorescence dequenching; Potency, µM (doses to about 56.1 µM), for the others: at the highest dose activity change, negative = inhibition, usual class: inhibitors; 350,000 compounds, 0.2% hits; AID 2528, 2010;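 also: potency is read from the fitted curve at half-maximal effect; plate controls were vehicle for no effect and no enzyme for full effect; nearly all actives have a fitted effect of over 35% in size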
# APEX1 inh – qHTS Assay for Inhibitors of the Human Apurinic/apyrimidinic Endonuclease 1 (APE1). recombinant APE1, TAMRA/BHQ-2 abasic DNA cleavage fluorescence. DNA repair nuclease/redox regulator APEX1 (Homo sapiens), P27695. AID 2517, 2012. 350,000 compounds, 0.35% hits. Potency, µM (series often up to 65.8 µM), for the others: at the top dose activity change, negative = inhibition, most hits filed as inhibitors;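 also: potency is read from the fitted curve at half-maximal effect; plate controls were vehicle for no effect and reference inhibitor for full effect; nearly all actives have a fitted effect of over 55% in size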
#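 Step 1: APE1 (0.75 nM) with compound, 15 min RT. Step 2: add 50 nM fluorophore/quencher THF duplex. Step 3: three fluorescence reads 60 s apart (525/598 nm); read 3 minus read 1 = reaction progress.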
# Pol iota inh – qHTS for Inhibitors of Polymerase Iota | DNA polymerase iota (Homo sapiens), Q9UNA4 | Pol iota fluorescent replication assay, 10 min | Potency, µM (titrated, usually from 115 µM), for the others: at the top dose activity, negative = inhibition, most hits filed as inhibitors | 390,000 compounds, 1% hits; also: potency is read from the fitted curve at half-maximal effect
#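 Pol iota at 10 nM preincubated 15 min with compounds at room temperature; reaction started with fluorescent substrate, 50 nM final. Fluorescence read kinetically at 0 and 10 min; buffer-only wells as negative control.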
# Pol beta inh – qHTS Assay for Inhibitors of DNA Polymerase Beta; P06746; AID 485314, 2010; Potency, µM (series often up to 114 µM), for the others: at the highest dose activity change, negative = inhibition, actives largely listed as inhibitors; 340,000 compounds, 1.3% hits; Pol beta primer extension/strand displacement, fluorescence kinetic; also: potency is read from the fitted curve at half-maximal effect; % is scaled to controls: 0 for no effect and ±100 for the full control effect
#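 Enzyme-only controls used 10 nM Pol beta; buffer lacking enzyme served as negative control. Compound preincubated 15 min, then 50 nM substrate added; 0 and 10 min reads at room temperature.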
# Active calls of the source: *; ? = inconclusive; · = not tested or not shown; & = joins results of further samples; [ ] = another dose, or the depositor's remark. Unless noted, calls follow the shape of the dose curve; as a rule, active = well fitted curve in the direction sought with a large enough effect; inconclusive = small, poorly fitted or top-dose-only effect, or another doubt; inactive = no such curve, though single readings can be large; an effect the other way counts as inactive or inconclusive.
SMILES,LDHA inh,Anesthetic bind,POLK inh,Pol eta inh,GRP78 ERSR act,BLM helicase inh,APEX1 inh,Pol iota inh,Pol beta inh
Cc1occc1C(=O)Nc1cc(S(=O)(=O)N2CCOCC2)ccc1OC(C)C,-1,·,-12%,-14%,-5%,·,10%,2%,·
CCOC(=O)N1CCN(Cc2nc3ccc([N+](=O)[O-])cc3c(=O)n2-c2ccc(OC)cc2OC)CC1,6,-17%,-9%,-13%,-4%,-3%,16%,-28%,2%
Cc1ccccc1NC(=O)c1ccc(F)c(S(=O)(=O)NC2CCCC2)c1,2,?,-10%[60.1 µM],11%,-1%,-3%,·,17%,-1%
CCCCN(C)C(=O)c1nc2ccccn2c1CN1CCN(C(=O)c2cccs2)CC1,-8,-8%,-9%,0%,-2%,-1%,6%,16%,-14%
CN(CCCNC(=O)C1CCN(S(=O)(=O)c2cccc3nsnc23)CC1)Cc1ccccc1,0,-13%,4%,-16%,-5%,-4%,0%,12%,?
O=C(C[n+]1ccccc1)N/N=C/c1ccccc1[N+](=O)[O-],-4,-9%,-20%,-10%,-1%,0%,-1%,58%[activator],24%
CCn1nc(C(=O)NNC(=O)COc2ccccc2C)c2ccccc2c1=O,-3,4%,-15%,-1%,-5%,-2%,-5%,102%[activator],6%
CC1CN(CCCCN2C(=O)c3ccccc3C2=O)CC(C)O1 (configuration not stated),-17,-1%,7%,-11%,-1%,-11%,1%,36%[activator],-3%
Cc1cc(C)cc(C(=O)NC(=S)Nc2ccc(Cc3ccncc3)cc2)c1,-9,-12%,-26%,-11%,-1%,-4%,7%,8%,3%
Cc1cccc(N2CC(C(=O)Nc3ccc(S(=O)(=O)Nc4nccs4)cc3)CC2=O)c1C (configuration not stated),-3,-5%,8%,-20%,-7%,-2%,27%,116%[activator],22%
O=c1[nH]nc(Cc2ccccc2)c2ccccc12,-6,-14%,-3%,-17%,2%,0%,-7%,15%,6%
Cc1[nH]c(C)c2c(=O)[nH]ncc12,-6,-4%,2%,-6%,-3%,-2%,1%,110%[activator],-23%
COc1ccc(CNc2ncnc3c2c(-c2ccccc2)cn3-c2ccc(C)c(Cl)c2)cc1,-7,3%,-14%[60.1 µM],-5%,-2%,-8%,·,4%,19%
COc1ccc(S(=O)(=O)N2CCCCCC2)cc1C(=O)N1CCN(c2ccc(F)cc2)CC1,-2,·,-18%,-24%,-2%,·,·,5%,·
Cc1c(N2C(=O)CSC2c2ccco2)c(=O)n(-c2ccccc2)n1C (configuration not stated),2,3%,-6%,2%,-3%,2%,1%,4%[58.9 µM],14%
CC(=O)N1CCOc2ccc(S(=O)(=O)Nc3ccc(C)cn3)cc21,-1,-4%,-8%,0%,-4%,1%,3%,-5%,0%
C[C@H](NC(=O)Nc1cccc(Br)c1)C(=O)O,-2,-7%,-5%,-9%,-1%,1%,2%,16%,-19%
O=C(NCc1ccc2c(c1)OCO2)c1ccc(NC(=O)C2CCCO2)cc1 (configuration not stated),-4,-4%,-5%,-6%,-2%,-1%,-2%,8%,7%
COc1ccc(C(CNC(=O)C(CCSC)NC(=O)c2ccccc2Cl)N2CCCCC2)cc1 (configuration not stated),-2,·,-2%,-10%,-4%,·,13%,8%,·
COC(=O)C(Cc1ccccc1)NCC(=O)Nc1cccc(Cl)c1C (configuration not stated),-2,-3%,-4%,-7%,-9%,-4%,16%,24%,26%
O=C(CN1C(=O)NC2(CCOc3ccccc32)C1=O)c1ccc(F)c(F)c1 (configuration not stated),-8,·,-21%,-15%,-2%,·,-14%,82%[activator],·
CCC1CN(C(=O)C2CCN(S(=O)(=O)c3c(C)noc3/C=C/c3ccccc3F)CC2)c2cc(C)ccc2O1 (configuration not stated),0,-10%,-2%[60.1 µM],-24%,-3%,-3%,·,16%,-7%
COCCN1C(=O)C(=O)/C(=C(/O)c2cccc(OC)c2)C1c1ccc(C)o1 (configuration not stated),-1,-10%,-19%,9%,-2%,-3%,14%,7%,21%
Cc1ccc(C(=O)Nc2cccc(NC(=O)c3cccs3)c2)c(C)c1,0,?,-3%,-21%,-1%,-7%,-3%,17%,?

# Six records picked at random from the list so far, as already listed:
SMILES,LDHA inh,Anesthetic bind,POLK inh,Pol eta inh,GRP78 ERSR act,BLM helicase inh,APEX1 inh,Pol iota inh,Pol beta inh
CCOC(=O)N1CCN(Cc2nc3ccc([N+](=O)[O-])cc3c(=O)n2-c2ccc(OC)cc2OC)CC1,6,-17%,-9%,-13%,-4%,-3%,16%,-28%,2%
COc1ccc(S(=O)(=O)N2CCCCCC2)cc1C(=O)N1CCN(c2ccc(F)cc2)CC1,-2,·,-18%,-24%,-2%,·,·,5%,·
CC(=O)N1CCOc2ccc(S(=O)(=O)Nc3ccc(C)cn3)cc21,-1,-4%,-8%,0%,-4%,1%,3%,-5%,0%
COc1ccc(C(CNC(=O)C(CCSC)NC(=O)c2ccccc2Cl)N2CCCCC2)cc1 (configuration not stated),-2,·,-2%,-10%,-4%,·,13%,8%,·
O=C(NCc1ccc2c(c1)OCO2)c1ccc(NC(=O)C2CCCO2)cc1 (configuration not stated),-4,-4%,-5%,-6%,-2%,-1%,-2%,8%,7%
O=C(CN1C(=O)NC2(CCOc3ccccc32)C1=O)c1ccc(F)c(F)c1 (configuration not stated),-8,·,-21%,-15%,-2%,·,-14%,82%[activator],·

# (next part)
SMILES,LDHA inh,Anesthetic bind,POLK inh,Pol eta inh,GRP78 ERSR act,BLM helicase inh,APEX1 inh,Pol iota inh,Pol beta inh
Cc1ccc(CNC(=O)C2CC(c3ccccc3[N+](=O)[O-])=NO2)cc1 (configuration not stated),-5,-18%,-9%,-17%,4%,-2%,4%,37%[activator],-1%
O=C(O)c1cccc(Oc2ccc([N+](=O)[O-])cc2)c1,-7,3%,-6%,-7%,-5%,4%,20%,11%,4%
COc1ccc(/C=N/NC(=O)c2cc(-c3ccccc3)nc3ccccc23)c(OC)c1,-3,33%[activator],-3%,-5%,-2%,-13%,-18%,-17%,2%
Cc1ccc(S(=O)(=O)N2CCCN(S(=O)(=O)c3ccc(C(F)(F)F)cc3)CC2)cc1,-8,-9%,0%,-8%,-4%,0%,-2%,11%[58.9 µM],5%
CCC(c1nnnn1CCOC)N1CCN(Cc2ccccc2)CC1 (configuration not stated),-12,7%,-10%,-11%,-2%,2%,-3%,-5%,-4%
N#Cc1ccc(C(=O)OCC(=O)Nc2cccc(S(=O)(=O)NC3=NCCC3)c2)cc1,1,·,6%,-7%,-3%,·,13%,-20%,·
Cc1ccc(SCc2ccc(C(=O)Nc3nccs3)o2)cc1,0,?,-16%,-13%,?,-6%,18%,83%[activator],-2%
COc1cccc(-c2nnc(SCC(=O)OC(C)C)n2N)c1,0,-8%,-4%,-15%,-3%,0%,0%,12%,23%
CC(CCc1ccccc1)NC(=O)CCC(=O)N1CCC(C(=O)O)CC1 (configuration not stated),-12,-8%,-5%,3%,-2%,-1%,1%,-9%,4%
CCn1c(CNC(=O)c2ccccc2Br)nnc1SCC(=O)Nc1nncs1,-5,8%,-9%,-7%,-5%,-5%,-7%,23%,36%
CCCCCCn1c(N2CCCC2)nc2c1c(=O)n(C)c(=O)n2C,-7,-16%,2%,-2%,-3%,1%,-2%,99%[activator],3%
O=C(Nc1ccc(Cl)cn1)c1ccccc1[N+](=O)[O-],-16,-11%,-14%,-3%,2%,-4%,-1%,50%[activator],31%
CCC1(C)C(Nc2c(C)cccc2C)=NC(=S)N1c1ccc(NC(C)=O)cc1 (configuration not stated),2,-6%,-4%,-14%,-1%,0%,0%,17%,5%[57.1 µM]
Cc1ccc(N(C(C)C(=O)Nc2c(C)n(C)n(-c3ccccc3)c2=O)S(C)(=O)=O)cc1C (configuration not stated),0,-3%,-7%,9%,-1%,3%,2%,51%[activator],3%
O=C(CCC(=O)OCC(=O)c1ccc(C(F)(F)F)cc1)OCC(=O)c1ccc(C(F)(F)F)cc1,-4,-4%,4%,-15%,-4%,1%,2%,-23%[58.9 µM],-1%
FC(F)(F)c1cccc(Cn2nnnc2-c2ccc(Cl)cc2)c1,4,-9%,-8%,-20%,-1%,-8%,-5%,-17%,0%
CCn1cc(CN2CCc3c([nH]c4ccccc34)C2c2ccc(F)c(OC)c2)c(C)n1 (configuration not stated),3,-2%,-15%,-17%,-3%,-8%,-1%,25%,-6%
O=C1CC(c2ccccc2)SC(N(c2ccccc2)c2ccccc2)=N1 (configuration not stated),-6,0%,1%,-12%,-3%,-1%,2%,6%,2%[57.1 µM]
CCc1ccc2[nH]c(=O)c(CN(CCCN3CCOCC3)C(=O)Nc3ccccc3)cc2c1,-3,-13%,-6%,-8%,-4%,4%,-4%,1%,4%
CCOC(=O)C(=O)Nc1cccc(C(=O)OCC)c1,-3,4%,5%,-15%,0%,-1%,-6%,-7%,26%
O=C(c1cccc(Cl)c1)N1CCN(Cc2ccccc2F)CC1,-14,-7%,0%,-15%,0%,5%,-8%,-3%,18%
O=C(NC(=S)Nc1ncccn1)c1ccccc1Br,0,-4%,-4%,-9%,2%,1%,4%,26%,35%
CC(NC(=O)[C@H](C)NC(=O)[C@@H]1CSC2c3ccccc3C(=O)N21)c1ccccc1 (some centres not stated),-2,-2%,2%,-20%,-2%,-3%,40%,-5%,-3%
CC(=O)Nc1ccc(S(=O)(=O)N(C)CC(=O)OCC(=O)N(C)c2ccccc2)cc1,-9,-2%,-11%,-19%,-3%,0%,26%,15%,28%
C=C(C)c1ccccc1,-4,·,-8%,-20%,1%,·,18%&-7%,35%[activator],·

# A portion of the library (hit frequency here may not be typical).
